Assay outcomes as filed in PubChem.
Myeloid diff 2 = promotes myeloid progenitor differentiation | ER-HoxA9 myeloid progenitors, lysozyme-GFP differentiation, flow cytometry | calls only at 10 µM | 360,000 compounds, 1% hits | AID 624256;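 active = normalized GFP-positive differentiation at or above the plate's own cutoff, the solvent-only control mean plus 3 SD; inconclusive = no clear call, values can overlap the other calls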;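 note: cells exposed to compound for four days before flow analysis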
Myeloid diff 2 GFP+ MAC1+ % = further read-out of Myeloid diff 2, marked with its call; GFP+ MAC1+ double positive, %; measured here: differentiation confirmed by MAC1 staining
The depositor's hits bear a star; i = inactive; ? = inconclusive; nt = not tested or not shown. Some of the compounds tested, so the mix of outcomes need not match the whole.

SMILES	Myeloid diff 2	Myeloid diff 2 GFP+ MAC1+ %
CCCCCCN1C[C@H](O)[C@@H](n2cc(-c3ccc(F)cc3)nn2)C[C@@H]1c1ccccc1	i	1.0
O=S(OCCN1CCCC1)C(c1ccccc1)c1ccccc1 (stereo not drawn)	?	nt
Fc1ccc(-c2nc3ccc(Br)cn3c2Cc2ccccc2C(F)(F)F)cc1	i	1.0
COc1ccc(C2=Cc3ccc(OC(C)=O)cc3OC2)cc1	i	0.1
CC1(c2nnnn2Cc2ccccc2)CCC(=O)N1CCc1c[nH]c2ccccc12 (stereo not drawn)	i	1.0
COC(=O)c1ccc2nc(-c3ccc(C)cc3)c(Cc3ccccc3OC)n2c1	i	0.1
C[C@@H]1CN([C@@H](C)CO)C(=O)CCCn2nncc2CO[C@@H]1CN(C)C(=O)c1ccccc1	i	3.3
O=C(NCc1ccccc1)c1cccc2c(-c3cccnc3)coc12	i	2.2
Cc1c(C(=O)NCc2ccccc2C(F)(F)F)sc(=O)n1Cc1ccc(S(=O)(=O)N(C)C)cc1	i	6.5
O=C(NN=Cc1ccc(Cl)cc1Cl)C1CC1	i	1.3
CN(Cc1cn(Cc2ccc(F)cc2)nn1)C1CN(Cc2cn(Cc3ccc(F)cc3)nn2)S(=O)(=O)C1 (stereo not drawn)	i	0.7
CC(C)(C)OC(=O)N1CC2(CCCCC2)CC1Cc1ccc(C(F)(F)F)cc1 (stereo not drawn)	i	3.7
Fc1ccc(-c2nc3ccc(Br)cn3c2Cc2ccccc2)cc1	i	1.8
CSCCC(NC=O)C(=O)NC(C)C(=O)O (stereo not drawn)	i	1.6
Cc1ccc(N2CCN(C(C(=O)Nc3c(C)cccc3C)c3cc4ccccc4o3)CC2)cc1 (stereo not drawn)	i	3.3
CCOC(=O)c1ccc(NC(=O)c2nc[nH]c2C(=O)N[C@H](C)CO)cc1	i	1.0
CCOC(=O)C1=C[C@@H](CC)N(S(=O)(=O)c2ccc(C)cc2)[C@H]1c1cccc(Cl)c1	i	1.4
CCOc1ccc(CNC(=O)CN2C(=O)CSc3ccc(S(=O)(=O)N4CCOCC4)cc32)cc1	i	1.2
O=C(CNC(=O)OCc1ccccc1)NC1(C(=O)O)CCCC1	i	0.3
CCCNC(=O)c1cc(C2CCCCN2S(=O)(=O)c2ccc(OC)cc2)on1 (stereo not drawn)	i	0.7
COC(=O)Cc1ccc(OC2(C)CCN(Cc3ccccc3OC(F)F)C2)cc1 (stereo not drawn)	i	2.3
O=C(NCC1CC1)c1cc2c(c(-c3cccc(-c4ccccc4F)c3)n1)[C@@H](CCO)N(C(=O)CC1CC1)C2	i	0.7
O=C(c1cccc(S(=O)(=O)NCc2ccccc2)c1)N1CCN(c2ccccc2Cl)CC1	i	1.1
Cc1cc2c(cc1C)-c1nnnn1C(N1CCCC1)C(=O)N2 (stereo not drawn)	i	1.3
COc1ccc(N2C[C@H](C)[C@@H](CC(=O)Nc3ccccc3)C2=O)cc1	i	0.2

3 compounds from above, sorted by their value in Myeloid diff 2 GFP+ MAC1+ %, high to low:
SMILES	Myeloid diff 2 GFP+ MAC1+ %
Cc1c(C(=O)NCc2ccccc2C(F)(F)F)sc(=O)n1Cc1ccc(S(=O)(=O)N(C)C)cc1	6.5
O=C(c1cccc(S(=O)(=O)NCc2ccccc2)c1)N1CCN(c2ccccc2Cl)CC1	1.1
CCOC(=O)c1ccc(NC(=O)c2nc[nH]c2C(=O)N[C@H](C)CO)cc1	1.0

(more compounds)
SMILES	Myeloid diff 2	Myeloid diff 2 GFP+ MAC1+ %
CCCCN1C(=O)C(CC(=O)NCCCN(C)C)CC(C(=O)N(C)C)=C1C (stereo not drawn)	i	0.3
COc1ccc2c(c1)C(CC(=O)NN)CCC2 (stereo not drawn)	i	0.5
CN1CCN(c2cccc3c2S(=O)(=O)N[C@H](Cc2ccccc2)CO3)CC1	i	0.5
Cc1ccccc1-c1cnc(C(O)c2ccc(F)c(F)c2)[nH]1 (stereo not drawn)	i	0.8
CCCCn1c(N)c(N(CC(C)C)C(=O)c2cc3ccccc3cc2OC)c(=O)[nH]c1=O	i	0.2
Cc1ccc(CN(C)C(=O)c2cccc(S(=O)(=O)N3CCN(c4ccccc4)CC3)c2)cc1	i	3.1
CC(C)=CCOc1ccc2c(C)c(CCC(=O)N3C[C@H]4C[C@@H](C3)c3cccc(=O)n3C4)c(=O)oc2c1C	i	7.0
Cc1ccc(S(=O)(=O)N(CCc2ccccc2)c2ccc3c(c2)C2CC3CCN2C(=O)OCc2ccccc2)cc1 (stereo not drawn)	i	0.7
CNC(=O)c1cc(Oc2ccc(NC(=O)c3[nH]c(-c4ccccc4)c4c3C(=O)N(C)C4=O)cc2)ccn1	i	1.2
COc1cccc(Nc2nc(C(N)COCc3ccccc3)cs2)n1 (stereo not drawn)	i	0.8
CN(C)CCNc1ncnc2c1ncn2[C@H]1CN(Cc2ccc(Cl)cc2)C[C@@H](CO)O1	i	0.8
COc1ccc(NC(=O)C[C@H]2C(=O)N(c3ccc(OC)cc3)C[C@@H]2c2ccc(Br)cc2)cc1	i	0.9
CC1(C)N=C(N)N=C(N)N1c1ccc(CCCCc2ccccc2)cc1	i	7.6
COc1ccc2cc(CN(C)C(=O)CN3C(=O)NC4(CCCC4)C3=O)ccc2c1	i	2.3
O=C(NCc1ccccc1)c1cc(C2COCCN2C(=O)CCc2ccccc2)on1 (stereo not drawn)	i	1.1
CC(C)C[C@H]1COc2cc(Br)ccc2S(=O)(=O)N1	i	1.8
COc1ccc(C(O)c2nc(-c3ccc(OC)c(OC)c3)cs2)cc1 (stereo not drawn)	i	0.9
CC(Oc1ccc(Br)cc1)C(=O)Nc1ccc(S(=O)(=O)NC2=NCCCCC2)cc1 (stereo not drawn)	i	0.6
COC(=O)[C@@]12C[C@@H](CC(=O)NCCC(C)C)C(=O)N(Cc3cccc4ccccc34)C1=CCC(C)(C)C2	i	3.7
C(=NN1CCCCCC1)c1ccc2c(c1)OCO2	i	0.5
CN(CCc1ccccc1)C(=O)c1ccc(NC(=O)Cc2ccc(NC(=O)C3CCCN(C(=O)C4CCC4)C3)cc2)cc1 (stereo not drawn)	i	1.3
Brc1cccc(-c2nc3ccc(Br)cn3c2Cc2ccsc2)c1	i	0.6
CCCCCCCCCCCCCCCC(O)C[N+](C)(C)CCO (stereo not drawn)	?	nt
S=c1nn[nH]c2ccccc12	i	0.8
CC(C)CC1NC(=O)c2cccnc2-n2c1nc1cc(F)c(F)cc1c2=O (stereo not drawn)	i	1.0

Another view of 7 compounds above.
Every second line gives: Myeloid diff 2	Myeloid diff 2 GFP+ MAC1+ %
Cc1ccc(CN(C)C(=O)c2cccc(S(=O)(=O)N3CCN(c4ccccc4)CC3)c2)cc1
    i	3.1
CC(C)=CCOc1ccc2c(C)c(CCC(=O)N3C[C@H]4C[C@@H](C3)c3cccc(=O)n3C4)c(=O)oc2c1C
    i	7.0
Cc1ccc(S(=O)(=O)N(CCc2ccccc2)c2ccc3c(c2)C2CC3CCN2C(=O)OCc2ccccc2)cc1 (stereo not drawn)
    i	0.7
CNC(=O)c1cc(Oc2ccc(NC(=O)c3[nH]c(-c4ccccc4)c4c3C(=O)N(C)C4=O)cc2)ccn1
    i	1.2
COc1cccc(Nc2nc(C(N)COCc3ccccc3)cs2)n1 (stereo not drawn)
    i	0.8
CN(C)CCNc1ncnc2c1ncn2[C@H]1CN(Cc2ccc(Cl)cc2)C[C@@H](CO)O1
    i	0.8
COc1ccc(NC(=O)C[C@H]2C(=O)N(c3ccc(OC)cc3)C[C@@H]2c2ccc(Br)cc2)cc1
    i	0.9

(more compounds)
SMILES	Myeloid diff 2	Myeloid diff 2 GFP+ MAC1+ %
Cc1ccc(Cc2c(-c3ccc(Cl)cc3)nc3cc(C)c(Br)c(C)n23)cc1	i	0.6
O=C(Nc1ccc(F)cc1)C(c1cc2ccccc2o1)N1CCN(c2ccncc2)CC1 (stereo not drawn)	i	1.4
O=C(COC(=O)c1cccc(Cl)c1Cl)NC1CCCCCC1	i	3.1
COC(=O)[C@@]12C[C@@H](CC(=O)NCC34CC5CC(CC(C5)C3)C4)C(=O)N(CCc3ccc(OC)c(OC)c3)C1=CCC(C)(C)C2	i	2.3
CC(=O)NC(CC(C)C)C(=O)O (stereo not drawn)	i	1.2
O=C(Nc1ccc(Oc2ccccc2)cc1)c1csc([C@@H]2C[C@H](O)[C@@H](CO)O2)n1	i	2.0
CC1(C(=O)NCc2ccc3c(c2)OCO3)CCN1C(=O)Cc1cccs1 (stereo not drawn)	i	1.8
Cc1cccc(C)c1NC(=O)C(C)n1c(-c2ccc(=O)[nH]c2)nc2ccccc21 (stereo not drawn)	i	1.3
Clc1cccc(Cc2c(-c3ccccc3)nc3ccc(Br)cn23)c1	i	0.9
CC1CCCC(NC(=O)CCN2C(=O)COc3ccccc32)C1C (stereo not drawn)	i	0.8
OC(c1ccc(F)c(F)c1)c1nc(-c2cccc(F)c2)cs1 (stereo not drawn)	i	1.0
CCCCCC(=O)N1C[C@H](O)[C@@H](n2cc(-c3ccc(F)cc3)nn2)C[C@@H]1c1ccc(OC)cc1	i	0.2
CCN(CC)CCSC(=O)C(c1ccccc1)c1ccccc1	i	3.9
CCOC(=O)c1ccc(NC(=O)c2nc[nH]c2C(=O)NC[C@H](C)O)cc1	i	0.8
CC1Cc2[nH]c(=S)[nH]c(=O)c2C(c2ccc(F)cc2)O1 (stereo not drawn)	i	1.0
O=C(NCc1ccc(F)cc1)c1cc(C2CCCCN2C(=O)OCCF)on1 (stereo not drawn)	i	1.5
COc1ccc(CNC(=O)O[C@H]2C[C@@H]3C(=O)N(c4ccccc4)C(=O)[C@@H]3[C@@H]3CN(S(=O)(=O)c4ccc(C)cc4)C[C@]23O)cc1OC	i	0.7
Cc1ccc(CC2(C)C(=O)Nc3c(Cl)ccc(Cl)c32)cc1 (stereo not drawn)	i	1.4
CCOc1ccc(S(=O)(=O)NCc2cccnc2)cc1NC(=O)c1ccccc1	i	0.5
O=C(NC(CSC(=O)c1ccccc1)C(=O)O)OCc1ccccc1 (stereo not drawn)	i	2.3
CC(C)=CCC[C@H](C)C[C@@H]1CC2=C(C(=O)OC(C)(C)O2)[C@H](c2ccc(Cl)cc2)O1	i	0.5
COCCN(Cc1ccccc1)C(=O)c1cccc(S(=O)(=O)N2CCN(Cc3ccccc3)CC2)c1	i	2.2
COc1ccccc1C=NN=C1c2ccccc2-c2ccccc21	i	1.2
Cc1ccc([C@H]2N[C@]3(CCCN(Cc4ccc(F)cc4)C3=O)[C@H]3C(=O)N(C)C(=O)[C@@H]23)cc1	i	0.7
CC1=C(C(=O)N2CCOCC2)CC(CC(=O)NCCCN(C)C)C(=O)N1CCCN1CCCC1=O (stereo not drawn)	i	2.4
CCc1nc2c(OCc3ccc(Cl)cc3)cccn2c1N(C)C(=O)c1ccc(C)cc1	i	1.0
C(=C\c1ccccc1)/CN1CCN(C(c2cc3ccccc3o2)c2nnnn2-c2ccc3c(c2)OCCO3)CC1 (stereo not drawn)	i	2.0
CCc1nc2c(OCCOc3ccccc3)cccn2c1N(C)C(=O)C1CC1	i	0.6
CC12CCC=CC1=C(C=O)C1C2CCC2(C)C(O)CCC12 (stereo not drawn)	i	1.6
CCOc1ccccc1N1CCN(CC(=O)N(C)CC(=O)Nc2ccccc2CC)CC1	i	1.8
COc1ccc(CCC(=O)Nc2c(-c3ccc(N(C)C)cc3)[nH][nH]c2=O)cc1	i	1.2
CCc1c(-c2cccc(Br)c2)ncn1Cc1cccc(-c2ccccc2)c1	i	2.0
OC(c1ccccc1)(c1nc(-c2ccc3c(c2)OCO3)cs1)C(F)(F)F (stereo not drawn)	i	0.4
CCN(CC)C(=O)C1=C(C)N(Cc2ccc(OC)cc2)C(=O)C(CC(=O)NCCN2CCOCC2)C1 (stereo not drawn)	i	0.8
Cc1cc(C)c2cc(C#N)c(NCCNC(=O)c3cccnc3)nc2c1	i	1.0
COc1ccc(CNC(=O)Nc2nc(C(N)c3ccccc3)cs2)cc1 (stereo not drawn)	i	1.2
CC1=C(C(=O)N2CCCCCC2)CC(CC(=O)NCCCN(C)C)C(=O)N1Cc1ccccc1 (stereo not drawn)	i	1.4
Cn1c(Oc2cccnc2CN2CCCC2)nc2cc(-c3cccc(C(F)(F)F)c3)sc2c1=O	i	0.9
Cc1ccccc1NP1(=O)OCCCN1Cc1ccccc1Cl (stereo not drawn)	i	2.6
CCc1nc2c(OCc3ccccc3OC)cccn2c1N(C)C(=O)C(C)C	i	1.3
CC(C)(C)c1ccc(Nc2n[nH]c3ccccc23)cc1	i	0.5
COc1ccc(C(=O)C(=NN)c2ccccc2)cc1	i	0.4
CC(O)(c1ccccc1)c1nc(-c2ccc(Cl)cc2)cs1 (stereo not drawn)	i	0.9
O=C(Cn1cc(COc2ccccc2[N+](=O)[O-])nn1)c1ccc(O)cc1	i	0.3
Cc1onc(-c2ccccc2)c1C(=O)OCC(=O)N1CCCCC1	i	0.7
Cc1ccc(S(=O)(=O)N2CC[C@H]3[C@@H](C2)C(=O)C[C@@H](c2ccccc2)N3S(=O)(=O)c2ccc(C)cc2)cc1	i	2.5
CC1(C(=O)Nc2cccc3cccnc23)CCN1Cc1ccccc1OC(F)F (stereo not drawn)	i	0.7
CC(C)C[C@H]1CN(CCCC[C@H]2CNC(=O)C(=O)N2CCc2ccccc2)C(=O)C(=O)N1CC1CCCCC1	i	0.9
C[C@@H]1CN([C@H](C)CO)S(=O)(=O)c2ccc(C#Cc3cccc(F)c3)cc2O[C@@H]1CN(C)C(=O)CN1CCOCC1	i	0.8
CC(=O)Nc1ccc(C(=O)N2CCCCC2c2cc(C(=O)Nc3cccc(C#N)c3)no2)cc1 (stereo not drawn)	i	1.4
CCc1nc2c(OCCn3cccc3)cccn2c1N(C)C(=O)c1ccccc1F	i	0.5
Cc1cc(C)c(-c2c(N)cc(Br)cc2Br)c(N)c1	i	0.8
